From PubChem
HCV inh: inhibitors of hepatitis C virus infection. Huh7.5.1 HCVcc-Cre infection, luciferase reporter, 44 h. Potency, µM (titrated, usually from 41.8 µM), for the others: at the highest dose activity change, negative = inhibition, usual class: inhibitors. 340,000 tested, 3.4% active. AID 651820
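Cells (1,000/well) were plated 4 h before compound, then infected with HCVcc-Cre virus (~0.5 moi). After 44 h further culture, infection was read as luciferase luminescence following a 15 min substrate incubation at room temperature.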
LmPK inhibitor: LmPK (Leishmania mexicana) enzyme inhibition | 290,000 tested, 0.37% active | purified LmPK, Kinase-Glo ATP luminescence, 1 h | Potency, µM (top dose mostly 57.5 µM), without a hit: at the highest dose activity change, negative = inhibition, actives largely listed as inhibitors | Q27686
Target sequence (Q27686 whole entry, looked up): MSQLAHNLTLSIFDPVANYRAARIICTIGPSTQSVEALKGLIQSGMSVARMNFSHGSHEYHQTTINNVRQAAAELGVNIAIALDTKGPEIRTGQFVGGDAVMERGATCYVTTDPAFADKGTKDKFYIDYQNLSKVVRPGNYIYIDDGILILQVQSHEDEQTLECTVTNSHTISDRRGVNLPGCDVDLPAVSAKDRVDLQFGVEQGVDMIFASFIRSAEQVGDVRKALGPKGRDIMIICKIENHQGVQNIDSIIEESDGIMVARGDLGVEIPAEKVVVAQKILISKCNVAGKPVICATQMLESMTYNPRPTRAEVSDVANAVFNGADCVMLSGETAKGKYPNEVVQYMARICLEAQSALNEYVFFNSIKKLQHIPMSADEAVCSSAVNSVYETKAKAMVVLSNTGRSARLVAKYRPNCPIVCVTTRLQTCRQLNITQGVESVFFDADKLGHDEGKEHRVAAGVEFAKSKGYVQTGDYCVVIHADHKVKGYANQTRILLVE
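Pyruvate kinase activity monitored as ATP production (luciferase luminescence). Conditions: 0.1 nM enzyme, 0.5 mM PEP, 0.1 mM ADP, 1 h, RT; normalized against uninhibited and no-enzyme wells.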
Pf growth 48h: P. falciparum growth inhibition at 48 hours (one generation) | AID 504832 | Potency, µM (series often up to 28.7 µM), for the others: at the highest dose activity change, negative = inhibition, actives largely listed as inhibitors | P. falciparum luciferase growth in erythrocytes, 48 h | 310,000 tested, 5.9% active
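Compounds are pin-transferred into medium, infected erythrocytes (2% hematocrit, 0.1% parasitemia final) are added, and plates sit one parasite generation at 37 C in 5% CO2. Detection reagent is then added and luminescence measured.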
TbPYK inhibitor: blocks Trypanosoma brucei pyruvate kinase. TbPYK enzyme, Kinase-Glo Plus ATP luminescence, 45 min. Q57TT1. 410,000 tested, 0.12% active. Potency, µM (top dose mostly 76.8 µM), without a hit: top-dose activity, negative = inhibition, actives largely listed as inhibitors; also: nearly all actives have a fitted effect of over 50% in size
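TbPYK + substrate in 50 mM TEA pH 7.2, 100 mM KCl, 10 mM MgCl2, 0.05% BSA, 0.01% Tween-20; cpd pinned; ADP 130 uM final; 45 min RT; Kinase-Glo Plus 10 min; luminescence endpoint.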
Pf growth 96h: P. falciparum growth inhibition at 96 hours; P. falciparum luciferase reporter growth, 96 h; 320,000 tested, 6.9% active; Potency, µM (top dose mostly 28.7 µM), without a hit: top-dose activity change, negative = inhibition, actives largely listed as inhibitors; AID 504834
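Readout is luminescence from an integrated firefly luciferase in P. falciparum. Red cells, 2% hematocrit and 0.05% parasitemia final, were cultured with compound through two parasite generations (96 hours) at 37 C, 5% CO2.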
Sm TGR inh: S. mansoni TGR enzyme inhibition. Potency, µM (titrated, usually from 114 µM), for inactives: top-dose activity change, negative = inhibition, usual class: inhibitors. 360,000 tested, 3% active. Q962Y6. purified TGR, DTNB reduction, TNB absorbance 405 nm. AID 485364; also: nearly all actives have a fitted effect of over 60% in size
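Kinetic colorimetric format: TGR-catalysed, NADPH-driven DTNB reduction monitored via TNB absorbance. Enzyme dispensed at 20 nM; compound exposure 15 min at room temperature before reaction start.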
Active calls of the source: *; ? = inconclusive; . = no result given; & = joins results of further samples; [ ] = remark or other dose. Calls follow the shape of the dose curve; as a rule, active = well fitted curve in the direction sought with a large enough effect; inconclusive = small, poorly fitted or top-dose-only effect, or another doubt; inactive = no such curve, though single readings can be large; an effect the other way counts as inactive or inconclusive. % is scaled to controls: 0 for no effect and ±100 for the full control effect; potency is read from the fitted curve at half-maximal effect.

SMILES	HCV inh	LmPK inhibitor	Pf growth 48h	TbPYK inhibitor	Pf growth 96h	Sm TGR inh
O=c1nc2s/c(=C\c3ccco3)c(=O)n2nc1Cc1ccc(F)cc1	-5.1%	17.1%	-15.5%	0.0%	.	?
COCCCNC(=S)N/N=C/c1ccc(N(C)C)cc1	-15.8%	1.3%	10.3%	0.2%	0.0%	-15.3%
CCN(CC)C(=O)C(C)OC(=O)COc1ccc(Cl)cc1C (stereo not given)	14.4%	4.2%	-17.3%	2.3%	?	0.3%
Cc1ccccc1-n1c(O)c(C(c2ccncc2)c2c(O)n(-c3ccccc3C)c(=O)[nH]c2=O)c(=O)[nH]c1=O	14.2%&19.1%	4.8%&2.2%	-3.2%&3.2%	2.2%&-2.4%	4.8%&48.8%	1.12µM*
O=C(CN1CCCC1)N1c2ccccc2Sc2ccc(Cl)cc21	4.0%	-5.2%	-15.6%	-3.9%	5.8%	-15.1%
O=C(CCSc1ccccc1)NC(=O)COC(=O)C1CCCCC1	0.7%	-0.4%	37.5%	-4.7%	-0.3%	-22.1%
Cc1ccc(-c2cc(NC(=O)CSc3n[nH]c(N)n3)n(-c3ccccc3)n2)cc1	?	3.4%	.	2.5%	5.6%	-0.8%
O=[N+]([O-])c1ccc(-c2nnc(CNC3CCCC3)o2)cc1	-0.2%	-12.4%	19.2%	0.0%	5.0%	-9.3%
CCCOc1ccccc1N/C(N)=N/c1nc(C)cc(C)n1	-3.1%	-4.2%	14.7µM*	-0.8%	-22.9%	.
COc1ccc(NC(=O)COC(=O)CCCC2=NS(=O)(=O)c3ccccc3N2)cc1	9.2%	0.3%	6.3%	2.2%	?	-3.3%
CCc1cc(C(=O)OC)c(NC(=O)c2cc(Br)cs2)s1	-19.7%	3.6%	-4.4%	7.3%	.	-5.0%
CCn1cc(CNC(=O)c2cccc([N+](=O)[O-])c2)cn1	-6.3%	-1.9%	24.7%	-6.0%	?	5.4%
CCOC(=O)C1=C(N)OC(CCl)=C(C#N)C1c1ccsc1 (stereo not given)	7.0%	2.7%	11.2%	-2.8%	30.4%[activator]	12.6µM*
CCCCOC(=O)CCN1C(=O)/C(=C2\SC(=S)N(CCC(=O)OCCCC)C2=O)SC1=S	8.7%	2.9%	10.5%	-4.4%	?	-1.7%
CCC(C)(C)n1nnnc1C(c1ccc(C)cc1)N1CCC(C)CC1 (stereo not given)	-10.1%	0.6%	10.4µM*	8.5%	144.5%[activator]	0.2%
CCn1cc2nc(SCC(=O)Nc3ccccc3F)n(Cc3ccccc3)c(=O)c2n1	?	-2.7%	?	2.0%	1.7%	2.2%
O=C(Nc1ccccc1)N1CCC(C(=O)N2CCN(Cc3ccccc3)CC2)CC1	8.6%	.	-15.4%	-3.4%	-19.7%	-26.9%
NC(=O)c1ccccc1NC(=O)Nc1cccc2ccccc12	7.6%	1.4%	?	2.4%	-6.8%	5.2%
CC(C(=O)N1CCCc2ccccc21)N1C(=O)c2ccccc2C1=O (stereo not given)	5.3%	-4.6%	11.3%	-5.2%	-19.9%	-2.3%
Cc1cc(NC(=O)CSc2nc(=O)n3cc(Cl)ccc3n2)no1	6.7%	.	?	1.8%	12.4%	0.9%
CC(=O)Nc1cccc(Nc2nc(-c3cccs3)nc3ccccc23)c1	11.2µM*	7.5%	?	-15.6%	9.28µM*	-8.3%
C/C(=N\OCC(=O)OCC(=O)NCc1ccccc1)c1ccc2c(c1)OCO2	15.3%	.	13.9%	-4.7%	-0.4%	3.6%
COc1ccc(NC2=CC(=O)CC(C)(C)C2)cc1OC	3.3%	0.9%	.	-4.8%	?	0.0%
CCOc1ccccc1NC(=O)CSc1nc(=O)n(CCCN2CCOCC2)c2c1CCCC2	?	.	?	-7.9%	?	-7.7%
CCOC(=O)C1CCN(CC(O)COCc2cccs2)CC1 (stereo not given)	13.2%	7.3%	2.8%	-6.5%	40.3%[activator]	2.7%
Cc1cc(OC(=O)c2cccc(Cl)c2)c([N+](=O)[O-])c(=O)[nH]1	1.1%	4.7%	-8.5%	7.5%	-14.6%	2.6%
COc1ccc(C(=O)NC2CC3CCCC(C2)N3Cc2ccccc2)cc1OC (stereo not given)	-9.3%	-0.6%	-2.4%	0.6%	-29.7%	-2.5%
O=C(Nc1ccccc1)c1ccc(Nc2c([N+](=O)[O-])cc([N+](=O)[O-])c3ccccc23)cc1	?	2.0%	?	-9.5%	13.8%	6.9%
O=C(Cc1ccccc1[N+](=O)[O-])N1CCc2ccccc2C1	1.4%	8.8%	0.0%	-3.5%	1.17µM*	29.3%
COc1ccc(S(=O)(=O)NCC2CCCN(C(=O)c3occc3C)C2)cc1 (stereo not given)	12.8%	-0.6%	-15.1%	-0.1%	?	-9.5%
O=C(c1cccc(NS(=O)(=O)c2cccc([N+](=O)[O-])c2)c1)N1CCOCC1	13.0%	-1.6%	10.3%	6.3%	1.0%	1.8%
O=C1CCCC2=C1C(c1c(Cl)nc3sccn13)C1=C(CCCC1=O)N2	7.1%	3.0%	12.5%	.	34.7%[activator]	5.9%
CCCCn1nc(C(=O)N(C)C2CCCCC2)c2ccccc2c1=O	0.9%	.	?	-8.1%	?	-9.0%
CC(=O)c1c(OC(=O)c2cccc(Cl)c2)c2ccccc2n1C	8.4%	6.6%	-12.1%	-5.8%	-39.9%	15.4%
Cc1ccc(-n2ncc3c2CC(C)(C)CC3NC(=O)CCc2c(C)noc2C)cc1 (stereo not given)	.	-5.4%	-19.7%	-11.5%	?	-16.8%
COc1ccccc1NC(=O)CSc1nnc(C)o1	5.7%	-0.7%	-3.7%	1.8%	-4.2%	1.3%
O=S(=O)(NCCc1ccncc1)c1ccc(F)cc1	6.4%	-0.4%	28.0%	-6.3%	-28.2%	5.5%
COc1ccccc1CCc1nnc(CCC(=O)NC(C)Cc2ccsc2)o1 (stereo not given)	0.2%	3.6%	?	0.8%	?	2.4%
COCCn1c(=O)[nH]c2cc(C(=O)NCCN3CCN(c4ccccc4)CC3)ccc2c1=O	-17.7%	-0.5%	-5.5%	2.2%	-21.5%	13.6%
COc1ccc(C2C(CN3CCOCC3)C(=O)N2c2ccccc2)cc1 (stereo not given)	12.7%	1.8%	3.9%	3.8%	-5.1%	.
COC(=O)C1=C(C)NC(=O)CC1c1cc2c(cc1Br)OCO2 (stereo not given)	1.7%	0.4%	?	3.8%	-18.6%	0.0%
COC(=O)Cn1c(=O)oc2ccc(C)cc21	18.0%	-0.9%	28.7%	-0.9%	26.7%	100.4%
CCOc1ccc(Br)cc1S(=O)(=O)Nc1ccc(C(=O)Nc2ccc(C)cc2)cc1	?	0.9%	-17.0%	0.1%	?	2.9%
CCOC(=O)c1c(S(=O)(=O)NCc2ccco2)c(C)n(C)c1C	15.8%	-2.2%	3.5%	-0.9%	-6.5%	-3.6%
CC(=O)Nc1ccc(S(=O)(=O)NCC2CCC(C(=O)N3CCN(c4ccccn4)CC3)CC2)cc1 (stereo not given)	-10.8%	2.3%	?	3.9%	?	0.3%
CN(C)c1ccc(/C=N/N(CCC#N)C2=NS(=O)(=O)c3ccccc32)cc1	-3.2%	-0.5%	?	-1.2%	40.4%[activator]	0.5%
CCCC[C@@H]1C[C@H]1[C@@H](NC(=O)c1cccs1)c1ccc(Cl)cc1	3.2%[8.37 µM]	1.5%	?	-6.2%	9.28µM*	-8.6%
O=C(/C=C/c1ccc(S(=O)(=O)NCc2ccco2)cc1)N1CCN(c2ccccc2)CC1	?	4.3%	?	2.3%	3.7µM*	-27.0%
CNC(=S)N/N=C/c1c(C)cccc1Cl	-8.9%	2.0%	8.4%	2.7%	13.1µM*	0.4%
Cc1c(N=C2NC(=O)/C(=C/c3cccc([N+](=O)[O-])c3)S2)c(=O)n(-c2ccccc2)n1C	7.8%	-1.1%	24.8%	.	0.0%	-1.7%
CCOC(=O)c1ccc(NC(=O)C(=O)NCc2ccco2)cc1	-0.8%	0.0%	12.9%	-1.3%&-0.9%	32.2%[activator]	10.5%
Cc1cc(C)n2c(C)nnc2c1	17.6%	3.4%	-9.7%	2.7%	26.0%	-6.4%
CS(=O)(=O)N1CCCC(C(=O)Nc2ccccc2F)C1 (stereo not given)	22.5%	-0.7%	-0.4%	1.3%	123.5%[activator]	-0.7%

Entries shown so far that have a thiophene ring, fused or not, in the order listed:
SMILES	HCV inh	LmPK inhibitor	Pf growth 48h	TbPYK inhibitor	Pf growth 96h	Sm TGR inh
CCc1cc(C(=O)OC)c(NC(=O)c2cc(Br)cs2)s1	-19.7%	3.6%	-4.4%	7.3%	.	-5.0%
CCOC(=O)C1=C(N)OC(CCl)=C(C#N)C1c1ccsc1 (stereo not given)	7.0%	2.7%	11.2%	-2.8%	30.4%[activator]	12.6µM*
CC(=O)Nc1cccc(Nc2nc(-c3cccs3)nc3ccccc23)c1	11.2µM*	7.5%	?	-15.6%	9.28µM*	-8.3%
CCOC(=O)C1CCN(CC(O)COCc2cccs2)CC1 (stereo not given)	13.2%	7.3%	2.8%	-6.5%	40.3%[activator]	2.7%
COc1ccccc1CCc1nnc(CCC(=O)NC(C)Cc2ccsc2)o1 (stereo not given)	0.2%	3.6%	?	0.8%	?	2.4%
CCCC[C@@H]1C[C@H]1[C@@H](NC(=O)c1cccs1)c1ccc(Cl)cc1	3.2%[8.37 µM]	1.5%	?	-6.2%	9.28µM*	-8.6%

Rows were taken by chance. Share with any hit: about 16%.
